Screens deposited in PubChem by NCI.
Growth percent in the NCI-60 one-dose screen (48 h, 10 µM unless noted): 100 = growth as untreated, 0 = no growth, -100 = all killed.
UACC-62: UACC-62 melanoma | hit rate 5.4% among 81,000 | AID 1794756
HOP-92: HOP-92 NSCLC cells; AID 1794738; hit rate 6.3% among 71,000
HOP-62: HOP-62 NSCLC | hit rate 3.9% among 80,000
EKVX: EKVX NSCLC; hit rate 3% among 71,000; AID 1794765
A549/ATCC: A549/ATCC NSCLC; hit rate 3.7% among 81,000; AID 1794740
UACC-257: UACC-257 melanoma; AID 1794764; hit rate 4.4% among 78,000
MALME-3M: MALME-3M melanoma | AID 1794766 | hit rate 5.8% among 78,000
M14: M14 melanoma | hit rate 6.2% among 80,000 | AID 1794745
Active calls of the source: *; nt = not tested or not shown; & = joins results of further samples. How the source made its calls: active means growth percent below 10; inactive means the rest.

mol,UACC-62,HOP-92,HOP-62,EKVX,A549/ATCC,UACC-257,MALME-3M,M14
Cn1c(=O)c2[nH]c(Cc3cccc(O)c3)nc2n(C)c1=O,98,64,106,92,96,113,113,107
CC(C)(C#N)c1cc(Cn2cncn2)cc(C(C)(C)C#N)c1,107,103,nt,110,101,107,122,112
O=C1SC2=Nc3c(sc4ccc(Cl)cc34)C(c3ccc4ccccc4c3)N2C1=O (stereo not drawn),66,84,91,87,99,101,87,93
COc1ccc(C2C(C#N)=C(c3c[nH]c4ccccc34)Nc3nc(N)nc(N)c32)cc1 (stereo not drawn),54,32,65,nt,73,72,99,69
C=CC(=O)OCC(C)(C)[N+](=O)[O-],nt,94,96,106,90,89,99,105
Cc1nc(N)nc(SCc2ccccc2)c1Br,76,79,83,86,73,74,93,104
O=C1OC(=O)c2ccccc2C1=O,102,105,100,102,103,104,118,107
Clc1ccnc(Cl)n1,101,108,98,103,99,102,108,105
Oc1ccc(-c2nn(-c3ccccc3)cc2-c2nc3ccccc3[nH]2)cc1,92,88,107,102,97,104,118,113
Clc1ccc2c(NCCCNCc3ccc4c(c3)OCO4)ccnc2c1,90,47,43,72,51,nt,-70*,-72*
N#Cc1c(-c2cccs2)cc(-c2cnccn2)nc1SCC(N)=O,87,40,69,64,87,109,112,101
CCOC(=O)N1C(=O)/C(=C\c2ccc(Cl)cc2)SC1=Nc1c(C)nn(-c2ccccc2)c1N,90,84,95,97,81,95,nt,82
COc1ccc2[nH]c(=O)c(/C=C/C(=O)c3ccccc3OC)cc2c1,26,-12*,8.7*,38,10,38,39,14
Cc1ccc(S(=O)(=O)N/N=C/c2ccccc2Cl)cc1,98,99,116,nt,108,111,98,102
O=C(NNc1nc2cc(F)c(F)cc2n2cccc12)c1ncccn1,18,68,20,17,21,14,33,1.5*
C=CCn1c(C)nc2cc(Nc3nc(N4CCCC4)nc4ccccc34)ccc21,113,81,91,98,75,115,122,90
CC(C)OC(=O)Oc1cc(Cl)c(Cl)cc1Cl,100,97,99,112,111,109,120,107
COC(=O)c1ccccc1OC(=O)c1ccccc1,106,nt,113,108,93,98,nt,112
O=S1(=O)OC(c2ccc(O)c(Cl)c2)(c2ccc(O)c(Cl)c2)c2ccccc21,100,61,100,112,99,99,114,105
CC(=O)c1ccccc1C(C)c1ccc(Br)c2ccccc12 (stereo not drawn),75,71,100,nt,86,87,82,93
COc1cc(/C=C2\C(=O)N(CCOc3cc(O)c4c(=O)cc(-c5ccccc5)oc4c3)c3ccccc32)cc(OC)c1O,25,80,69,83,85,104,78,28
Cc1nc2ncnc(Cl)c2[nH]1,100,78,112,103,93,91,106,89
Nc1nc2ncccc2n2cc3ccccc3c12,84,nt,44,78,14,96,86,37
CC(=O)c1c[nH]c2ccccc12,97,nt,96,99,103,104,95,102
Cc1nn(-c2ccc(Cl)cc2)c(=O)n1CCOc1ccc(Cl)c2cccnc12,102,84,98,97,104,99,nt,102
COc1cccc(C2CC(=O)Nc3cc4c(cc32)CCC4)c1OC (stereo not drawn),52,nt,61,73,48,72,56,25
CCCCc1nc(Cl)c(C2C(C#N)=C(N)Oc3n[nH]c(CCC)c32)[nH]1 (stereo not drawn),94,104,110,109,106,104,112,102
O=C1NCCCN1,99,nt,104,116,108,124,120,105
Cc1nnc(-c2ccccc2)o1,114,nt,125,104,98,103,100,110
CSc1nc(NC=O)cc(=O)[nH]1,105,97,117,126,97,102,156,105
CCOC(=O)c1ccc(NC(=O)CSc2nnc(Cc3ccccc3Nc3c(Cl)cccc3Cl)o2)cc1,81,99,96,83,90,99,97,103
O=[N+]([O-])c1cccc(-c2nc3sccn3c2-c2ccnc(NCCCNS(=O)(=O)c3ccc(F)cc3)n2)c1,-45*,46,12,18,9.7*,0.0*,-9.6*,0.0*
CCOC(=O)CC1(C)c2nc(NC(C)=O)sc2Cc2sc(NC(C)=O)nc21,96&106,94&102,97&94,113,101&105,106,101&106,105&102
COC(=O)[C@H](Cc1ccc(O)cc1)NC(=O)C1(C)CCC[C@]2(C)[C@H]3C[C@H]4C(C(C)C)=C[C@]3(CC[C@@H]12)[C@@H]1C(=O)OC(=O)[C@@H]14 (stereo partly drawn),93,95,96,104,98,100,88,97
CC(=O)OC(C)c1cccc(C#N)c1 (stereo not drawn),104,91,95,nt,99,100,103,97
NC1=CCNN1,106,74,101,114,105,97,115,104

The last seven compounds of the section above lead into the next.
mol,UACC-62,HOP-92,HOP-62,EKVX,A549/ATCC,UACC-257,MALME-3M,M14
CSc1nc(NC=O)cc(=O)[nH]1,105,97,117,126,97,102,156,105
CCOC(=O)c1ccc(NC(=O)CSc2nnc(Cc3ccccc3Nc3c(Cl)cccc3Cl)o2)cc1,81,99,96,83,90,99,97,103
O=[N+]([O-])c1cccc(-c2nc3sccn3c2-c2ccnc(NCCCNS(=O)(=O)c3ccc(F)cc3)n2)c1,-45*,46,12,18,9.7*,0.0*,-9.6*,0.0*
CCOC(=O)CC1(C)c2nc(NC(C)=O)sc2Cc2sc(NC(C)=O)nc21,96&106,94&102,97&94,113,101&105,106,101&106,105&102
COC(=O)[C@H](Cc1ccc(O)cc1)NC(=O)C1(C)CCC[C@]2(C)[C@H]3C[C@H]4C(C(C)C)=C[C@]3(CC[C@@H]12)[C@@H]1C(=O)OC(=O)[C@@H]14 (stereo partly drawn),93,95,96,104,98,100,88,97
CC(=O)OC(C)c1cccc(C#N)c1 (stereo not drawn),104,91,95,nt,99,100,103,97
NC1=CCNN1,106,74,101,114,105,97,115,104
Cc1ccc(Cn2c(C)c(-c3ccccc3)c(-c3ccccc3)c2C)cc1,72,54,101,nt,76,65,77,68
O=S(=O)(O)c1ccc2ccccc2c1O,93,75,95,96,76,96,86,104
C=C(C)[C@@H]1CC[C@]2(C(=O)OC)CC[C@]3(C)[C@H](CC[C@@H]4[C@@]5(C)C/C(=C/c6cccc([N+](=O)[O-])c6)C(=O)C(C)(C)[C@@H]5CC[C@]43C)[C@@H]12,89,83,101,92,94,96,97,93
COc1ccc2c(c1)CC/C(=C\c1ccc(OCC(=O)c3ccc(Cl)cc3)cc1)C2=O,102,80,111,91,nt,65,105,108
CN(C)C(Cl)(N(C)C)C(Cl)(N(C)C)N(C)C,111,nt,142,109,97,105,94,114
Cc1cccc(-c2nc(N(C)c3ccc4ncsc4c3)c3ccccc3n2)n1,50,92,70,85,49,76,80,54
COc1ccc2c(c1)[n+](=O)c(C(=O)/C=C/c1cc(OC)c(OC)c(OC)c1)c(C)n2[O-],65,64,101,61,74,81,92,80
N#C/C(=C\c1ccc(Cl)cc1)C(=O)Nc1ncc(Cc2ccc(Cl)c(Cl)c2)s1,24,68,79,95,86,90,94,36
Cc1ccc(/C=C2\C(=O)N(C)c3ccccc32)s1,84,88,96,62,104,99,103,102
CC(C)(C)Nc1c(-c2cccs2)nc2ncccn12,96,99,104,104,98,91,100,106
CN(/C(N)=N/N=C(c1ccccn1)c1ccccn1)C1CCCCC1,100,95,110,109,106,107,100,100
CN1C(C)(C)CCCC1(C)C,103,87,114,103,98,102,90,100
O[C@@H]1Cc2cc(Cl)ccc2N[C@H](c2cccs2)C1,109,73,nt,93,98,110,111,120
CN1CCc2c(sc3ncnc(N/N=C/c4ccc([N+](=O)[O-])cc4)c23)C1,90,81,73,83,77,99,96,78
COc1cccc(CC(=O)O)c1OC,105,44,94,103,86,92,115,106
O=C1c2c(O)cccc2Cc2cccc(O)c21,98,90,105,105,nt,nt,92,109
COC(=O)[C@]12CC[C@@H](C(=O)/C=C/c3cccnc3)[C@@H]1[C@H]1CC[C@@H]3[C@@]4(C)C/C(=C/c5cccnc5)C(=O)C(C)(C)[C@@H]4CC[C@@]3(C)[C@]1(C)CC2,-68*,-80*,-86*,-76*,-9.3*,-59*,-95*,-80*
CCCCCCCCCCCCOC(=O)OC1CCC2(C)C(=CCC3C2CCC2(C)C(C(C)CCCC(C)C)CCC32)C1 (stereo not drawn),99,89,109,94,96,104,114,110
CC(=O)/C=C/C1=C(C)CCCC1(C)C,98,106,92,100,104,106,103,98
Cc1cc(NS(=O)(=O)c2ccc(N=Nc3cc(N=Nc4ccc(S(=O)(=O)Nc5cc(C)nc(C)n5)cc4)c4c(NC(=O)C(Cl)Cl)cccc4c3OC(=O)C(Cl)Cl)cc2)nc(C)n1 (tested in a mixture with another compound),96&100,120&99,103&102,nt,95&99,93&101,94&101,111&113
Cc1nc2ccccc2c(=O)[nH]1,103,101,99,nt,95,89,nt,105
CCOC(=O)c1ccc2c3c(ccc(C(=O)OCC)c13)C=C2,108,79,84,nt,105,104,93,105
O=C1OC(=O)C2C3CCCCC3=C3CCCCC3C12 (stereo not drawn),89,93,98,92,95,96,96,104
CCN(CC)S(=O)(=O)c1ccc(C)cc1,nt,112,86,98,80,90,98,93

Random excerpt: 2 records from the list, in no set order.
mol,UACC-62,HOP-92,HOP-62,EKVX,A549/ATCC,UACC-257,MALME-3M,M14
CN1CCc2c(sc3ncnc(N/N=C/c4ccc([N+](=O)[O-])cc4)c23)C1,90,81,73,83,77,99,96,78
CCN(CC)S(=O)(=O)c1ccc(C)cc1,nt,112,86,98,80,90,98,93

(next part)
mol,UACC-62,HOP-92,HOP-62,EKVX,A549/ATCC,UACC-257,MALME-3M,M14
Cc1nn2c(c1Br)NC=C(C(=O)c1ccccc1O)C2C(C)C (stereo not drawn),61,110,75,72,78,86,78,96
O=C(O)CCc1nc2c(=O)[nH]c(=S)[nH]c2[nH]c1=O,97,101,101,101,108,100,109,102
CC(=O)/C=C/c1ccc(O)cc1,98,86,111,110,90,97,98,102
CC[C@@H](C(=O)[C@@H](C)[C@@H](O)[C@H](C)[C@@H]1O[C@@H]([C@@H](CC)C(=O)O)CC[C@@H]1C)C1O[C@]2(C=CC(=O)[C@]3(CC[C@@](C)([C@H]4CC[C@](O)(CC)[C@H](C)O4)O3)O2)[C@H](C)C[C@@H]1C (stereo partly drawn),-32*,74,42,38,28,43,-65*,9.6*
O=C(NCCNc1nccc(Nc2ccc(S(=O)(=O)Nc3ccccn3)cc2)n1)c1ccco1,96,104,101,nt,90,97,107,106
CCOc1cccc(-c2nc3sccn3c2-c2ccnc(S(C)(=O)=O)n2)c1,90,nt,100,101,102,91,99,94
NS(=O)(=O)c1ccc(NC(=O)Nc2nnc(-c3ccc(Cl)cc3)s2)cc1,114,121,130,98,106,115,115,113
O=C(CC(=O)C(F)(F)F)c1ccc2ccccc2c1,101,120,108,101,97,94,104,nt
COc1ccc(C(=O)Nc2nn(-c3ccccc3)nc2-c2ccccc2)cc1,92,83,156,97,98,99,89,106
O=C(Cn1cc(CSc2nc3ccccc3o2)nn1)Nc1cccc(Cl)c1,81,98,97,100,99,105,104,99
CN(C)c1ccnc(NCCCSC(c2ccccc2)(c2ccccc2)c2ccccc2)c1,29,-2.9*,74,35,48,-27*,-95*,-71*
OCc1ccccc1CO,95,109,84,104,85,97,99,103
Cn1c(=O)c2[nH]c(CCCCCCCCc3nc4ccccc4[nH]3)nc2n(C)c1=O,59&59,60,49&57,55&42,70&67,72&40,72,81&81
Cc1ncc(C[n+]2csc(CCOC(=O)C(Cl)Cl)c2C)c(N)n1,97,125,107,103,100,95,96,109
NS(=O)(=O)c1ccc(NC(=O)N2CCN(c3ccc(Cl)cc3)CC2)cc1,107,nt,102,nt,102,99,100,108
CCOC(=O)Cc1nc(N)n(C(=S)Nc2ccc(Cl)cc2)n1,98,106,101,123,100,79,109,106
O=c1c2ccccc2ncn1-c1ccc(Cl)cc1,95,102,102,116,112,112,117,109
O=[N+]([O-])c1ccc(S(=O)(=O)N/N=C\c2ccc(Cl)c(Cl)c2)cc1,93,82,91,84,87,115,109,99
CC(=O)N(Cn1c(=O)[nH]c2ccccc2c1=O)c1nc2ccccc2c(=O)o1,89,87,82,98,103,100,88,85
CC(C)CN1C(=O)C(O)(CC(=O)c2cc3ccccc3oc2=O)c2ccccc21 (stereo not drawn),82,99,86,90,105,104,91,84
CCCCCCCCCCCCCCCC(=O)OCCCCCCCCCCC,109,nt,118,102,95,102,109,102
COc1ccc(C(C)n2cc(-c3ccccc3)nn2)cc1OC1CCCCC1 (stereo not drawn),67,67,95,nt,85,90,80,98
Cc1cc(Br)ccc1-n1cc(C#N)c(N)c1C(=O)c1ccc(Br)cc1,94,94,103,98,105,103,106,89
O=C(OCc1ccc2c(c1)OCO2)c1ccc(Cl)cc1,95,92,86,92,90,101,105,94
Cc1c(O)cc(-c2cnc(Nc3ccccc3)s2)c(O)c1C,78,-64*,97,88,93,106,107,94
CC(=O)Nc1ccc2c(c1)c(NC(C)=O)nn2C(=O)Nc1ccc(Cc2ccccc2)cc1,20,-43*,44,71,92,87,87,63
Cc1ccc([C@H]2c3[nH]c4ccccc4c3C[C@H]3C(=O)N(CCCCCCC(=O)NO)CC(=O)N23)s1,33,51,68,69,85,53,23,63
O=C(CSc1nc2sc3c(c2c(=O)n1-c1ccc(Cl)cc1)CCCC3)NN1C(=O)CCC1=O,93,90,89,92,103,102,98,105
Cc1cc(Cc2cc(C)cc(C(C)(C)C)c2O)c(O)c(C(C)(C)C)c1,47,19,68,27,27,60,67,nt
CCOC(=O)/C(=C\CC/C(C)=C/CC/C(C)=C/CCc1ccoc1)CC(=O)O,103,nt,110,nt,90,100,98,121
CSC(=Nc1cccc(C)c1)NC#N,107,96,93,nt,100,103,93,101
CC(=O)CS(C)(=O)=O,108,99,106,94,97,96,nt,108
